# Compound activity deposited in PubChem by National Center for Advancing Translational Sciences (NCATS).
# ALOX15B inhib: 15-hLO-2 (ALOX15B) enzyme inhibition | O15296 | purified 15hLO-2, xylenol orange hydroperoxide absorbance | Potency, µM (highest dose often 57.1 µM), without a hit: top-dose activity change, negative = inhibition, hits mostly inhibitors | actives 0.56% (n = 110,000) | AID 881; note: potency is the fitted concentration of half-maximal effect; nearly all actives have a fitted effect of over 60% in size; many of its hits are not listed in these tables
#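 Read-out: hydroperoxide product oxidises ferrous iron, measured as xylenol orange complex via the 573-to-405 nm absorbance ratio after 30 min. Reaction: 50 nM enzyme, 15 min compound preincubation, 45 uM arachidonic acid, 90 min RT, Hepes pH 7.5 with Triton X-100.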
# ALOX12 inhib: inhibitors of human 12-lipoxygenase (ALOX12) | P18054 | purified 12-hLO, xylenol orange hydroperoxide absorbance | Potency, µM (series often up to 57.1 µM), for the others: at the top dose activity change, negative = inhibition, usual class: inhibitors | actives 0.12% (n = 150,000) | AID 1452; note: potency is the fitted concentration of half-maximal effect; nearly all actives have a fitted effect of over 55% in size; many of its hits are not listed in these tables
# Target sequence (P18054 whole entry, looked up): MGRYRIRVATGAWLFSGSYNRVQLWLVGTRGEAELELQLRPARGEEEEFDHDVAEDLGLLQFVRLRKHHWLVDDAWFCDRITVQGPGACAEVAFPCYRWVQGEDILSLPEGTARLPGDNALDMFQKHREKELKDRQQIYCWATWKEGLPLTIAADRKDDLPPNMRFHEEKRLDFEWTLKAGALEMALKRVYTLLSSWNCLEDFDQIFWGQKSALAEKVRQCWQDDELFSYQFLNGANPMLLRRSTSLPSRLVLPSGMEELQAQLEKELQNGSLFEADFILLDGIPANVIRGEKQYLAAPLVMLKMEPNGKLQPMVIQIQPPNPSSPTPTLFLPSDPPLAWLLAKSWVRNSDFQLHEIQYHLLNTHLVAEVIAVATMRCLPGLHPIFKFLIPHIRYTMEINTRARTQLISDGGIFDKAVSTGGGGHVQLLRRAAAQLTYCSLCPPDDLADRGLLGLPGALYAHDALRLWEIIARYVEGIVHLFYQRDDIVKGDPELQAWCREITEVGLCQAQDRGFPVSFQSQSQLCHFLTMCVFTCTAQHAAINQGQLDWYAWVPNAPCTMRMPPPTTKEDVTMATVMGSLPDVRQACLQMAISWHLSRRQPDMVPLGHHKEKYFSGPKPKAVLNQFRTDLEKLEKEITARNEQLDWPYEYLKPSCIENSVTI
#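 Purified human 12hLO (150 nM final) was preincubated with compounds for 15 min at room temperature in 25 mM Hepes pH 7.0, 0.01% Triton X-100, then reacted with 40 uM arachidonic acid for 30 min. Hydroperoxide was detected with ferrous iron/xylenol orange.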
# IMPase cell inh: cell-permeable inhibitors of inositol monophosphatase (IMPase); P97697; CHO-M1 cells, IP1 accumulation, HTRF TR-FRET ratio; inhibition (IP1 accumulation), % at 46.1 µM; 120,000 tested, under 10 active; AID 901; active = well fitted curve in the direction sought with a large enough effect in the signal ratio, not every such curve was filed as active; inconclusive = small, poorly fitted or top-dose-only effect, or a change in a side signal; inactive = no such curve, though single readings can be large or run the other way; the % refers to the signal ratio;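 note: cells stimulated with carbachol in lithium chloride buffer; plate controls were DMSO basal wells for no effect and reference inhibitor wells for full effect; higher means more IMPase inhibition seen as more IP1 and lower FRET ratio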
# Target sequence (P97697 whole entry, looked up): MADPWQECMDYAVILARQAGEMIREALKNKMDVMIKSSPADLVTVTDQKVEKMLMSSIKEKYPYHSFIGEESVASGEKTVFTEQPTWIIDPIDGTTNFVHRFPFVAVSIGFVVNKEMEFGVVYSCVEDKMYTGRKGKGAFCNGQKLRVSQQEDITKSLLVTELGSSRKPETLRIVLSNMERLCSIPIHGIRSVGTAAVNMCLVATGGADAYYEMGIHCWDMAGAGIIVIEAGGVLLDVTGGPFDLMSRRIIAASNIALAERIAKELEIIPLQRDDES
#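 The IP-One HTRF competitive assay in carbachol-stimulated CHO-M1 cells quantifies cellular IP1. Compounds spanned up to 46 uM final, and activity is expressed as AC50 from concentration-response fits of the ratio and donor data.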
# PNC assembly inh: perinucleolar compartment assembly inhibition; PC3M PTB-GFP, PNC prevalence imaging, 16 h; stronger effect = lower value; activity change (PNC), negative = inhibition, % at 10 µM; actives 3.1% (n = 140,000); AID 2417;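 active = readout at or below -70, meaning at least 70% loss of cells showing the perinucleolar compartment, a nuclear body marking cancer cells; inconclusive = readout between -30 and a set limit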;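 note: plate controls were DMSO wells for no effect and camptothecin positive control wells for full effect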
#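 PC3M cells stably expressing PTB-GFP, 750–1000 cells/well, treated 16 h at 37 °C with compound (23 nl of library stock), in duplicate. After paraformaldehyde fixation and Hoechst stain, imaged at 20x; PNC prevalence scored by image analysis.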
# * marks the source's active call; other numbers are inactive results; ? = inconclusive; . = no result given; & = joins results of further samples; [ ] = another dose, or the depositor's remark. Unless noted, calls come from the whole dose curve; as a rule, active = well fitted curve in the direction sought with a large enough effect; inconclusive = small, poorly fitted or top-dose-only effect, or another doubt; inactive = no such curve, though single readings can be large; an effect the other way counts as inactive or inconclusive. Unless noted, % is set by controls: 0 for no effect and ±100 for the full control effect. Some of the compounds tested, so the mix of outcomes need not match the whole.
SMILES,ALOX15B inhib,ALOX12 inhib,IMPase cell inh,PNC assembly inh
COc1cc(CN2CCN(c3cc(C)ccc3C)CC2)ccc1O,4%,2%,-1,45
COC1(CS(=O)c2ccccc2)CCN(CCc2c[nH]c3ccc(F)cc23)CC1 (centres undefined),24%,-1%,8,.
CCOP(=O)(OCC)C(NC(=O)C(C)C)C(Cl)(Cl)Cl (centres undefined),-7%,-1%,-2,80
COc1ccc(C2C(C(=O)N3CCC4(CC3)OCCO4)c3cc(OC)c(OC)cc3C(=O)N2C)cc1 (centres undefined),4%,8%,9,-19
CCC1(CC)C(=N)N(C)C(=O)NC1=O,.,4%,.,41
Cc1nc2nc(C)c(CCC(=O)N3CCC4(CC3)OCCO4)c(C)n2n1,10%,-6%,10,-25
Cc1cccn2c(=O)c3cc(C(=O)N4CCC5(CC4)OCCO5)n(C)c3nc12,-11%,5%,-2,?
CN(Cc1ccccc1)Cc1ccccc1OC(=O)N(C)C,-5%,2%,5,-14
COc1ccc(C(=O)C(C)(C)NO)cc1,0%,-4%,5,-4
C[C@@H]1Cc2cc3c(cc2C(c2ccc(N)cc2)=NN1)OCO3,14%,-2%,0,.
CCOC(=O)c1ccc(N2C(=O)CC(N3CC=C(c4ccc(F)cc4)CC3)C2=O)cc1 (centres undefined),-15%,-8%,3,-21
COc1ccc(-c2csc(NC(=O)COC(=O)Cc3ccccc3)n2)cc1OC,.,-2%,.,118
O=C(c1csnn1)N1CCC2(CC1)CN(Cc1ccncc1)C2,5%,-4%,.,.
CN1C(=O)C(=Cc2ccccc2Oc2ccc(Cl)cc2)C(=O)N(C)C1=O,-7%,1%,7,-20
C=Cn1ccnc1P(=S)(c1nccn1C=C)C1CCCCC1,10%,3%,10,-13
CCNc1nc2[nH]c(=O)c3c(c2s1)OC(N)=C(C#N)C3c1cccs1 (centres undefined),-11%,-4%,2,-10
CC1=C(O)C(=O)[C@H]2O[C@@H]2C1=O,45%[activator],2%,?,.
Cc1ccc(OCC(=O)N2CCN(C)CC2)c(Br)c1,2%,4%,11,-11
CC(NCc1ccc(Cl)c(Cl)c1)C(O)c1ccccc1 (centres undefined),41%[activator],-9%,-4,8
C[C@H](N)[C@@H](O)c1ccccc1,0%[25.6 µM],0%[25.6 µM],-5[20.6 µM],.
Cc1[nH]c2ccccc2c1C1=CCNCC1,44%[activator],-3%,3,-15
CC(=O)c1c(C)n(CC2CCCO2)c2ccc(O)cc12 (centres undefined),-13%,-5%,7,-6
Cc1ccc(S(=O)(=O)NCC2CCC(C(=O)N3CCC4(CC3)OCCO4)CC2)cc1 (centres undefined),8%,0%,2,5
C[N+]12CCC(CC1)C(=C(c1ccccc1)c1ccccc1)C2,.,-1%,.,?
Cc1noc(C)c1C(=O)N1CCC2(CC1)OCCO2,6%,0%,0,?
Cc1[nH]c2ccccc2c1/C=N/O,-1%,-7%,8,-86*
COc1ccc(/C=C2/C(=O)NC(=O)N(C3CCCCC3)C2=O)cc1CSc1ccccn1,?,-5%,1,47
C=CCn1c(O)c(/C=N/N2CCCCC2c2cccnc2)c(=O)[nH]c1=S (centres undefined),.,0%,.,-30
Cc1ccccc1NC1=NCCCS1,-2%,2%,8,37
COc1ccccc1CC1C(=O)C2CCN1CC2 (centres undefined),-2%,0%,1,?
O=C1NC(=O)N(c2cccc(Cl)c2)C(=O)/C1=C\c1ccc(Sc2nc3ccccc3[nH]2)o1,.,?,-20,1
ClP(Cl)(Cl)(Cl)Cl,-19%,-5%,.,.
CN1C(=O)N(C)C(=O)C2(Cc3cc(N)ccc3N3CCN(c4ccccc4F)CC32)C1=O (centres undefined),?,-6%,4,0
c1ccc(CN2CCCC3(CCNCC3)C2)cc1,26%,5%,.,.
N[C@@H](Cn1ccc(=O)n(Cc2ccc(C(=O)O)cc2)c1=O)C(=O)O,16%,-4%,0,.
Cn1c(O)c(C=NCCCC(=O)O)c(=O)n(C)c1=O,-5%,0%,2,-3
O=C(O)C(Cl)(Cl)Cl,-4%&-13%,-2%&-5%,.,.
C=CCOCC1CO1 (centres undefined),5%,-2%,.,.
OCC(Br)CBr (centres undefined),-4%,1%,.,.
C[N+](C)(C)CC(=O)[O-],-5%,1%,.,.

# Complete entries as entered above. Order of screens: ALOX15B inhib	ALOX12 inhib	IMPase cell inh	PNC assembly inh
# Listed for `COc1ccccc1CC1C(=O)C2CCN1CC2` (centres undefined) → -2%	0%	1	?
# Listed for `N[C@@H](Cn1ccc(=O)n(Cc2ccc(C(=O)O)cc2)c1=O)C(=O)O` → 16%	-4%	0	.
# Listed for `Cc1ccccc1NC1=NCCCS1` → -2%	2%	8	37
# Listed for `O=C1NC(=O)N(c2cccc(Cl)c2)C(=O)/C1=C\c1ccc(Sc2nc3ccccc3[nH]2)o1` → .	?	-20	1

# Additional entries.
SMILES,ALOX15B inhib,ALOX12 inhib,IMPase cell inh,PNC assembly inh
C[C@]12CC[C@H]3[C@@H](CCC4=CC(=O)CC[C@@]43C)[C@@H]1CC[C@@H]2O,-9%,-1%,.,.
COc1cc2c3cc1Oc1cc(ccc1O)CC1c4c(cc(OC)c(O)c4Oc4ccc(cc4)CC3N(C)CC2)CC[N+]1(C)C (centres undefined),60%[activator],5%,.,.
COC(=O)C1C2c3ccccc3OC1(C)N=c1s/c(=C/c3cnn(C)c3)c(=O)n12 (centres undefined),-4%,0%,0,77
C[C@H]1CC[C@@H]2[C@@H](C)C(=O)O[C@H]3O[C@@]4(C)CC[C@H]1[C@@]32OO4,2%[25.6 µM],0%[25.6 µM],3[20.6 µM],.
CCCCCCCC(=O)Cl,5%,-1%,.,.
CCN(CC)CCCN=Cc1c(O)n(Cc2ccc(F)cc2)c(=O)[nH]c1=O,-2%,4%,?,-8
COc1cc2c3cc1Oc1cc(ccc1O)C[C@@H]1c4c(cc(OC)c(O)c4Oc4ccc(cc4)C[C@H]3N(C)CC2)CCN1C,.,-2%,.,-97*
CCOC(=O)C1CCN(C=C2C(=O)N(C)C(=S)N(C)C2=O)CC1,.,0%,.,?
O=C(O)CN1CCN(CC(=O)O)CC(=O)[O][Hg][O]C(=O)C1,0.32µM*,0.28µM*,.,.
O=C(c1ccc(CNS(=O)(=O)c2ccc(Br)cc2)cc1)N1CCC2(CC1)OCCO2,.,0%,.,22
O=C1Nc2cc(Cl)c(Cl)cc2N2CCNC[C@H]12,34%[activator],-19%,3,.
CCOC(=O)N1CCN(Cc2cn3ccccc3n2)CC1,-15%,-6%,?,45
COc1ccccc1CC1/C(=N/O)C2CCN1CC2 (centres undefined),-3%,7%,7,32
CN(C(=O)Cc1ccc(Cl)c(Cl)c1)[C@H](CN1CCCC1)c1cccc(N=C=S)c1,19%,-15%,1,.
c1cncc(C2=NCCC2)c1,3%[25.6 µM],0%[25.6 µM],-3[20.6 µM],.
Cc1cccc(NP(=O)(Oc2ccccc2F)Oc2ccccc2F)c1C,.,-7%,.,-2
Cc1ccc2nc3c(cc2c1)CC1(C(=O)N(C)C(=O)N(C)C1=O)C1CCCCN31 (centres undefined),4%,6%,-1,28
CC1(C)CC(=O)C(C2(O)C(=O)NC(=O)NC2=O)=C(O)C1,-4%,5%,0,51
CN1C(=O)N(C)C(=O)C2(Cc3c(nc4ccccn4c3=O)N3CCc4ccccc4C32)C1=O (centres undefined),1%,-3%,5,-2
C[N+]1(C)CCN(c2ccccc2)CC1,-15%,-2%&-2%,16,-29

# Taken from the results shown (6 entries):
SMILES,ALOX15B inhib,ALOX12 inhib,IMPase cell inh,PNC assembly inh
c1cncc(C2=NCCC2)c1,3%[25.6 µM],0%[25.6 µM],-3[20.6 µM],.
Cc1cccc(NP(=O)(Oc2ccccc2F)Oc2ccccc2F)c1C,.,-7%,.,-2
Cc1ccc2nc3c(cc2c1)CC1(C(=O)N(C)C(=O)N(C)C1=O)C1CCCCN31 (centres undefined),4%,6%,-1,28
CC1(C)CC(=O)C(C2(O)C(=O)NC(=O)NC2=O)=C(O)C1,-4%,5%,0,51
CN1C(=O)N(C)C(=O)C2(Cc3c(nc4ccccn4c3=O)N3CCc4ccccc4C32)C1=O (centres undefined),1%,-3%,5,-2
C[N+]1(C)CCN(c2ccccc2)CC1,-15%,-2%&-2%,16,-29

# The list continues:
SMILES,ALOX15B inhib,ALOX12 inhib,IMPase cell inh,PNC assembly inh
c1cc2c(cc1CCNC1CCCCCC1)OCO2,.,-4%,15,-119*
N#Cc1ccc(CN2CCCC3(CCN(C(=O)Oc4ccccc4)CC3)C2)cc1,12%,-4%,.,.
C=CCc1cc(OC)c2c(c1)OCO2,2%,-6%,.,.
CN(C)CC1CSCCC1(O)c1ccccc1 (centres undefined),.,-1%,4,-27
C[C@H](CCC(=O)O)C[C@H](C)C[C@H](C)C(=O)/C=C(\O)[C@H](C)C[C@H](C)C/C=C/[C@@H](C)[C@@H](O)[C@@H](C)[C@@H](O)C[C@@H]1CC[C@@](C)([C@H]2CC[C@@](C)([C@@H](C)O)O2)O1,-12%[0.0915 µM],1%[0.00818 µM],.,.
COc1ccc(N=C2SCCCN2C)cc1,.,-9%,?,5
CSc1nnc(C2CCNCC2)n1C,-12%,-3%,-17,30
CN(C)[C@H]1C(=O)C(C(N)=O)=C(O)[C@]2(O)C(=O)C3=C(O)c4c(O)cccc4[C@@](C)(O)[C@H]3C[C@@H]12,7%[25.6 µM],-3%[25.6 µM],-18[20.6 µM],.
C=CCN1CC[C@@]23CCCC[C@@H]2[C@@H]1Cc1ccc(O)cc13,5%,-5%,0,.
CCCCOC(=O)C1=C(N)OC2=C(C(=O)CC(C)(C)C2)[C@]12C(=O)N(C)c1ccccc12,-10%,3%,7,36
CC1=NN(c2ccccc2)C(=O)[C@@H]1N=Nc1ccc([As](=O)(O)O)c(O)c1,-13%[11.4 µM],-6%[11.4 µM],.,.
Cc1cc(SCc2sc(-c3ccc(C(F)(F)F)c(F)c3)nc2C)ccc1OCC(=O)O,?,-1%,.,.
N#CC(C#N)=Cc1cc(O)c(O)c(O)c1,?,?,36[activator],.
CN(C)C(=O)Oc1cc(=O)n2c3c(cccc13)CCC2,.,-3%,.,23
CC(=O)NCCc1c[nH]c2ccccc12,3%,6%,-3,.
CN(C)C(=O)Oc1ccc(OC(=O)c2ccccc2)cc1,1%,4%,5,43
CCCCn1c(O)c(C(CC)=Nc2cccc(C(=O)O)c2)c(=O)[nH]c1=O,2%,4%,7,-90*
Cn1c(O)c(/C=C/C=Nc2ccccc2)c(=O)n(C)c1=O,.,0%,6,49
O=C1NC(=O)C(=O)C(=O)N1,0%,-2%,.,.
Cc1ccc(-n2nc(C)cc2NC(=O)COc2cc(C)cc3oc(=O)c4c(c23)CCC4)cc1,-7%,-3%,7,?
Cn1c(O)c(C=NC2C(=O)C3(C)CCC2C3(C)C)c(=O)n(C)c1=O (centres undefined),-8%,5%,7,?
O=C(O)C(Cl)(Cl)Br,0%,-3%,.,.
